Screens (PubChem)
procasp7 counter: activates human procaspase-7, counter-screen for procaspase-3 activators. P55210. AID 463210. 330,000 tested, 0.093% active. activation, % at 8.5 µM. recombinant procaspase-7, Ac-DEVD-pNA absorbance 405 nm; D23A/D198A/D206A triple mutant, cannot self-cleave; scale: DMSO 0, 5 µM enzyme 100;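 active means percent activation above the screen-wide mean plus 3 SD, cut at about 25% in these data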
Target sequence (P55210 whole entry D23A/D198A/D206A): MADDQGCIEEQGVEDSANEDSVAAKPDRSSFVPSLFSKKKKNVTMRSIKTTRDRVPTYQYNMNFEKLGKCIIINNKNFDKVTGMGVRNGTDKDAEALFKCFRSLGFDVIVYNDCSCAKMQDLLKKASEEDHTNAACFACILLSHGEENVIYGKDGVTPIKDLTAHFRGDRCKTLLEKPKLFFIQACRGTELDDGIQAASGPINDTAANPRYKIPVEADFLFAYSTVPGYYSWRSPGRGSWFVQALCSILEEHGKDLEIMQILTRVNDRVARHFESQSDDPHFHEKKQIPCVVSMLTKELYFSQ
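Assay system – Uncleavable procaspase-7 mutant enzyme · Quantity – 2 µM procaspase-7 mutant as dispensed · Times – 1 h preincubation, 2 h reaction · Dosing – single nominal 8.5 µM compound dose, 0.8% DMSO final · Buffer or medium – Zinc-free 50 mM HEPES buffer, pH 7.4, with NaCl and Triton X-100 · Detection – Epi-absorbance of released pNA at 405 nm, two timepoints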
AHR act: activators of human aryl hydrocarbon receptor; activation, % at 5 µM; AHR-responsive luciferase reporter cells, luminescence; 320,000 tested, 2.5% active; AID 2796; in the data active means activation above about 47%;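 further: 0% = vehicle wells and 100% = reference agonist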
RPL19A TOR yeast: yeast TOR pathway RPL19A-GFP modulation | S. cerevisiae RPL19A-GFP strain, flow cytometry, 3 h; active compounds read low | percent response vs DMSO, % at 10 µM | 330,000 tested, 0.3% active;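 active means percent response vs DMSO below 50%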;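 further: median channel GFP fluorescence of the barcoded RPL19A-GFP strain; ratio of sample median GFP to plate DMSO average so 100% = DMSO; lower means less RPL19A-GFP as with rapamycin TOR inhibition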
CIT2-GFP yeast: yeast TOR pathway CIT2-GFP modulation; S. cerevisiae CIT2-GFP strain, flow cytometry, 3 h; 100 means same as DMSO wells; 320,000 tested, 0.065% active; GFP response vs DMSO, % at 10 µM; AID 2029;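 active means GFP response relative to DMSO above a set limit, near the screen mean plus 3 SD, cut at about 150% in these data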;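 further: ratio of well median GFP fluorescence to mean of DMSO wells on the plate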
procasp3 activ: procaspase-3 (human) activation. P42574. activation, % at 8.5 µM. 330,000 tested, 0.11% active. recombinant procaspase-3 D3A, Ac-DEVD-pNA absorbance 405 nm;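 active means activation above the mean of all tested compounds plus 3 SD, cut at about 21% in these data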;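 further: 0% = DMSO alone and 100% = DMSO wells spiked with extra 5 µM PC-3 D3A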
Target sequence (P42574 whole entry D9A/D28A/D175A): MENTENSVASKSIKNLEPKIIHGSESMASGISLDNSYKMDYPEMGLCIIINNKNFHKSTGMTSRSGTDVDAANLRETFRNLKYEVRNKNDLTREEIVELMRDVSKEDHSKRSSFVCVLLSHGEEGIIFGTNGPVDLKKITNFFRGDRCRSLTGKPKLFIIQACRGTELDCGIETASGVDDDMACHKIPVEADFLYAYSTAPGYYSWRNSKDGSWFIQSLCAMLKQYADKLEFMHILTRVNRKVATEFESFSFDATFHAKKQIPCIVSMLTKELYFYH
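assay system = Procaspase-3 D3A mutant | signal = absorbance at 405 nm, 0 and 120 min | times = 1 h preincubation plus 2 h reaction at 25 °C | repeats = single replicate | read-out = % activation between DMSO and enzyme-spiked controls | medium = Zinc-free HEPES saline buffer with Triton X-100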
AGP1-GFP MLPCN: modulators of TOR pathway AGP1-GFP in S. cerevisiae; AID 2066; 320,000 tested, 0.02% active; S. cerevisiae AGP1-GFP multiplex flow cytometry, 3 h; GFP as percent of DMSO wells; GFP response vs DMSO, % at 10 µM;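 active means GFP response relative to DMSO above a set limit, near screen average plus 3 SD, cut at about 150% in these data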;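 further: median GFP channel fluorescence of the gated AGP1 strain per well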
MEP2 TOR yeast: alters MEP2-GFP fluorescence in TOR pathway yeast screen; S. cerevisiae MEP2-GFP strain, flow cytometry GFP, 3 h; 100% = DMSO control level; GFP response vs DMSO, % at 10 µM; 330,000 tested, 0.51% active; AID 2016;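 active means GFP response versus DMSO above a set limit, roughly screen mean plus 3 SD, cut at about 180% in these data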;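 further: median GFP fluorescence of the barcode-gated MEP2-GFP cells per well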
LAP4 TOR yeast: modulators of TOR pathway LAP4-GFP in S. cerevisiae; S. cerevisiae LAP4-GFP multiplex, flow cytometry GFP, 3 h; median GFP as percent of DMSO wells; GFP response vs DMSO, % at 10 µM; 320,000 tested, 0.34% active;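 active means GFP response vs DMSO above a set limit, about the screen mean plus 3 SD, cut at about 150% in these data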
Starred values were filed as active, the others as inactive; . = no result given. Rows were taken by chance. About 3.5% of those tested had a hit in this group.

SMILES	procasp7 counter	AHR act	RPL19A TOR yeast	CIT2-GFP yeast	procasp3 activ	AGP1-GFP MLPCN	MEP2 TOR yeast	LAP4 TOR yeast
C=CCC(Nc1ccccc1)c1cccc(OC)c1OC (stereo unspecified)	3	5	95	92	-10	99	93	112
O=C(CSc1n[nH]c(=O)n1-c1cccnc1)N1CCOCC1	2	1	100	92	1	95	98	97
O=C(COC(=O)c1ccc(F)cc1)Nc1ccccc1N1CCOCC1	2	4	108	120	1	116	108	120
COc1ccc(N2CCN(CCNC(=O)CCCn3c(=O)[nH]c4cc(Cl)ccc4c3=O)CC2)cc1	7	3	101	97	-6	102	101	97
O=C(C1=C[C@H](c2ccc(C(F)(F)F)cc2)C[C@H](OCc2ccc(CO)cc2)O1)N1CCN(Cc2ccccc2)CC1	-1	2	101	89	1	94	90	112
CCN(CC)S(=O)(=O)c1cccc(C(=O)NCCCN2CCOCC2)c1	3	-2	95	101	-3	100	97	93
O=C1CC(SC(=NCc2ccc3c(c2)OCO3)Nc2ccccc2)C(=O)N1c1ccccc1 (stereo unspecified)	2	5	100	100	-1	101	100	110
COc1ccc(-n2c(Cc3cccn3C)nnc2SCC(=O)N2CCOCC2)cc1	-3	0	100	105	-7	100	98	98
O=C(c1ccccc1-c1nc(-c2ccc(Cl)cc2)no1)N1CCCC1	0	53*	105	100	-1	98	105	113
O=C(NC1CCCC1)C1CCCN1C(=O)Nc1ccccc1Cl (stereo unspecified)	-2	0	94	90	12	94	96	91
Cn1c(N)c(C(=O)COC(=O)Cc2c(F)cccc2Cl)c(=O)n(C)c1=O	-3	0	100	110	10	101	107	96
COc1ccccc1CCC(=O)NNC(=O)c1ccncc1	10	5	106	98	8	112	107	112
Cc1ccc(C)c(NC(=O)CCC(=O)NNC(=O)c2cccs2)c1	-3	4	102	100	-4	103	106	96
COCCCNC(=S)N1CCN(c2nc(-c3ccc(F)cc3)cs2)CC1	-3	-4	104	102	-1	94	112	98
Cc1ccc([N+](=O)[O-])c2c1C(N1CCCC1)C(C)(C)O2 (stereo unspecified)	-17	4	103	106	-4	101	103	93
COc1ccc2nc(NC3=NCCC3)sc2c1	-5	0	98	93	7	95	95	94
CCOC(=O)Cc1nnc(NC(=O)C(CC)Sc2nncn2C)s1 (stereo unspecified)	4	0	100	102	9	100	104	94
c1coc(-c2nc3c([nH]2)CCc2nonc2-3)c1	0	-1	97	92	4	97	100	97
O=C(CCN1CCOCC1)NNC(=O)Nc1cccc(Cl)c1	.	.	106	99	.	93	90	65
CCOC(=O)c1cc(-c2ccccc2)nc2nc(N(CC)CC)sc12	10	1	101	98	16	97	101	106
COc1cccc(Nc2nc(NCCO)nc(N3CCCC3)n2)c1	5	48*	99	70	-1	82	89	127
Cc1ccccc1OCC(=O)OCC(=O)NCc1ccccc1Cl	0	0	101	95	7	97	104	100
Cc1ccc(C(=O)C(OC(=O)c2cnccn2)c2ccccc2)cc1C (stereo unspecified)	-1	-2	113	103	-10	95	98	83
Cc1ccnc(NC(=O)/C=C/c2ccccc2Cl)c1	3	16	99	93	3	94	88	103
Cc1cc(C)n(CCNCc2c(C(=O)N3C[C@@H](C)O[C@@H](C)C3)nc3ccc(Cl)cn23)n1	3	-2	109	109	-8	115	99	99
COc1ccc(CN2CCN(C(=O)c3cccc4ccccc34)CC2)c(OC)c1OC	10	6	98	97	-3	94	104	92
O=C(c1cc2cc(Cl)ccc2oc1=O)N1CCN(c2ccccn2)CC1	5	4	93	90	-4	88	102	88
N#Cc1c(N)sc2c1CCN(CCc1ccccc1)C2	-1	10	96	91	-5	98	100	94
O=C(O)CSc1nnc(CNc2ccc(F)cc2)n1-c1ccccc1	-2	0	102	101	3	118	104	108
CCN(CC)S(=O)(=O)c1ccc(-c2nnc(SCC(=O)c3ccc(OC)cc3)o2)cc1	-5	0	98	103	3	103	101	104
CCC1(CC)Cc2ccccc2C(N)=C1C#N	6	4	102	92	-6	107	107	109
COc1ccc(C2N(c3ccc(OC)cc3)C(=S)N3CCCN23)cc1 (stereo unspecified)	1	9	103	103	2	108	114	111
COc1cccc(CNC(=O)Cc2ccc(S(=O)(=O)N3CCOCC3)s2)c1	-3	1	100	88	-2	104	102	105
O=C(CC1(O)C(=O)Nc2ccccc21)c1cccc(-n2cccc2)c1 (stereo unspecified)	-4	3	101	104	10	102	108	104
CCOC(=O)c1c(NC(=O)Cn2cnc3scc(-c4ccc(C)cc4)c3c2=O)sc(C)c1C	-2	5	110	110	-2	96	99	97
O=C(c1ccc(Cl)c([N+](=O)[O-])c1)N(Cc1ccc(Cl)cc1)C1CCS(=O)(=O)C1 (stereo unspecified)	15	-1	99	112	-4	102	99	97
COc1ccc(NS(=O)(=O)c2cc3c(cc2C)N(C(C)=O)CCO3)cc1OC	10	0	93	93	11	97	98	106
O=C(NCc1cccs1)Nc1ccc2c(c1)OCO2	-2	44	101	104	4	108	94	94
CC(=O)NC(c1ccc(C(C)C)cc1)c1c(O)ccc2ccccc12 (stereo unspecified)	-1	0	97	88	5	102	95	98
CC(OC(=O)c1cccs1)C(=O)NC1CC1 (stereo unspecified)	1	0	100	99	8	99	103	99
COC(=O)C1=C(C)N(Cc2cccnc2)C(=O)C1	-5	10	101	108	-2	107	118	109
CCc1nnc(NC(=O)c2cc(S(=O)(=O)N3CCN(c4ccccc4)CC3)ccc2Cl)s1	9	1	105	108	3	109	107	102
Cc1noc(C)c1COc1ccc(C(=O)OCC(=O)N2CC3(C)CC2CC(C)(C)C3)cc1 (stereo unspecified)	9	17	95	102	-3	99	106	102
COC(=O)c1ccc(CSc2cc(C)c3cccc(C)c3n2)o1	-9	4	99	100	8	98	96	95
Oc1ccc(-c2nccc(-c3ccc(F)cc3)n2)cc1	8	-4	102	99	0	82	100	96
Cc1ccc(S(=O)(=O)/N=C(/Nc2cccc3ccccc23)c2ccc(F)cc2)cc1	12	21	98	100	-1	103	101	94
Cc1cc([N+](=O)[O-])nn1CC(=O)Nc1cnc2ccccc2c1	15	0	99	78	14	99	98	91
CC(C)N(C(=O)COC(=O)CNS(=O)(=O)c1ccccc1F)c1ccccc1	5	1	100	98	4	103	96	96
O=c1ccc2cc(S(=O)(=O)N3CCN(c4ccccc4F)CC3)ccc2[nH]1	-4	-2	101	102	5	106	102	114
CCOC(=O)C1=C(C)Nc2nc(C)nn2C1c1cc(OC)ccc1OC (stereo unspecified)	9	4	98	107	2	98	93	101
C=CCOc1ccc(/C(O)=C2/C(=O)C(=O)N(CCCn3ccnc3)C2c2ccco2)cc1 (stereo unspecified)	-74	5	97	92	-16	92	102	94
Cc1cc([N+](=O)[O-])ccc1NCc1cccc([N+](=O)[O-])c1	-5	-1	100	96	4	107	107	97
COCCNC(=S)N1CCN(C)CC1	2	-2	97	105	5	95	98	104
CC(C)Cn1c(S(=O)(=O)O)nc2ccccc21	-6	0	98	101	-2	101	104	105
COc1ccc(C(C)=O)c(Oc2cc(NN3CCCCC3)c([N+](=O)[O-])cc2[N+](=O)[O-])c1	-1	-1	105	91	4	99	99	113
CCC1=Nc2cc(C(=O)NCCN3CCOCC3)ccc2Sc2ccc(Br)cc21	-3	1	101	108	1	105	94	98
CCOc1ccc(S(=O)(=O)NCCC(=O)N(C)CC(=O)Nc2ccc(OC)cc2)cc1	-2	4	103	101	-2	87	107	80
CC(C)CCn1cnc2c(sc3nc4c(cc32)CSC(C)(C)C4)c1=O	-3	-1	103	103	-8	100	123	106
Cc1ccc(S(N)(=O)=O)c(C)c1-n1cnnn1	16	-1	87	98	1	91	92	90
Cc1ccccc1OCC(O)CN1C(=O)c2ccccc2C1=O (stereo unspecified)	-10	-2	101	98	10	99	108	110
Further records
SMILES	procasp7 counter	AHR act	RPL19A TOR yeast	CIT2-GFP yeast	procasp3 activ	AGP1-GFP MLPCN	MEP2 TOR yeast	LAP4 TOR yeast
COc1ccc(NC(=O)CS(=O)(=O)c2ccccc2)cc1	14	1	106	101	5	97	108	91
CN(CCn1ccnc1)Cc1cn(Cc2ccccc2)nc1-c1ccc2c(c1)OCO2	0	4	93	97	2	85	109	95
Cc1cccc(-n2c(Cc3cc(=O)[nH]c(=O)[nH]3)nnc2SCC(=O)Nc2cccc(C(F)(F)F)c2)c1	-9	-5	100	105	1	101	96	91
Cc1ccc(C)c(OCCC(=O)OC(C)C(=O)Nc2c(C)n(C)n(-c3ccccc3)c2=O)c1 (stereo unspecified)	5	6	106	101	-3	117	103	112
O=C1[C@H]2[C@H]3[C@H](O)[C@H](O)C/C(=N\OC[C@@H](O)COCc4ccco4)[C@@H]3CC[C@H]2C(=O)N1c1ccc(F)cc1F	4	-1	107	96	5	100	102	110
CCn1c(NC(=O)c2ccccc2)c(-c2cccs2)c(=O)c2ccccc21	9	0	101	107	-1	109	104	101
CCOc1ccccc1-c1nc(SCC(=O)O)n[nH]1	4	10	103	100	5	112	108	104
O=C(CN1CCN(c2cccc(C(F)(F)F)c2)CC1)NCc1ccccc1	2	4	100	108	4	99	107	96
O=C1NCCN/C1=C\C(=O)c1ccc(F)cc1	-1	4	106	102	-9	103	109	102
O=C(O)c1ccc(C2(c3ccc(C(=O)O)cc3)OC(=O)c3ccccc32)cc1	2	1	103	101	-6	100	103	96
C=C1CCC2[C@](C)(CO[C@@H]3O[C@H](CO)[C@@H](O)[C@H](O)[C@H]3O)CCC[C@@]2(C)[C@@H]1CCC1=CCOC1=O (stereo partly specified)	0	0	94	93	8	98	107	104
Cc1csc(SCC(=O)Nc2cccc(S(=O)(=O)N3CCOCC3)c2)n1	0	-2	100	100	5	104	104	102
O=C(CN(c1cccc(Cl)c1)S(=O)(=O)c1ccccc1)NN=C1CCCC1	3	4	102	100	2	100	102	98
Cc1c(C(=O)O)cc(C(C)(C)C)n1CCSCCO	1	-1	105	.	-1	.	96	.
Cc1nnc2sc(SCc3ccccc3)nn2c1=O	7	-1	101	101	-4	90	98	78
CCC(C)(C)NC(=O)c1cc([N+](=O)[O-])ccc1N1CCCCC1	2	-3	101	92	-8	90	94	74

A different layout for 4 compounds above.
Each structure is followed by: procasp7 counter, AHR act, RPL19A TOR yeast, CIT2-GFP yeast, procasp3 activ, AGP1-GFP MLPCN, MEP2 TOR yeast, LAP4 TOR yeast
C=CCOc1ccc(/C(O)=C2/C(=O)C(=O)N(CCCn3ccnc3)C2c2ccco2)cc1 (stereo unspecified)
 : -74, 5, 97, 92, -16, 92, 102, 94
COC(=O)c1ccc(CSc2cc(C)c3cccc(C)c3n2)o1
 : -9, 4, 99, 100, 8, 98, 96, 95
Cc1ccc([N+](=O)[O-])c2c1C(N1CCCC1)C(C)(C)O2 (stereo unspecified)
 : -17, 4, 103, 106, -4, 101, 103, 93
Cc1ccccc1OCC(=O)OCC(=O)NCc1ccccc1Cl
 : 0, 0, 101, 95, 7, 97, 104, 100

Record cards, from the list above.
Shown for COc1ccc(C(C)=O)c(Oc2cc(NN3CCCCC3)c([N+](=O)[O-])cc2[N+](=O)[O-])c1 : procasp7 counter = -1; AHR act = -1; RPL19A TOR yeast = 105; CIT2-GFP yeast = 91; procasp3 activ = 4; AGP1-GFP MLPCN = 99; MEP2 TOR yeast = 99; LAP4 TOR yeast = 113
Shown for CCc1nnc(NC(=O)c2cc(S(=O)(=O)N3CCN(c4ccccc4)CC3)ccc2Cl)s1 : procasp7 counter = 9; AHR act = 1; RPL19A TOR yeast = 105; CIT2-GFP yeast = 108; procasp3 activ = 3; AGP1-GFP MLPCN = 109; MEP2 TOR yeast = 107; LAP4 TOR yeast = 102
